RAD52 anneal inh – blocks human RAD52 DNA annealing. P43351. recombinant RAD52 DNA annealing, FRET fluorescence. inhibition, % at 18.7 µM. hit rate 0.46% among 360,000;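 active = every replicate showing at least 50% inhibition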
RAD54 branch – blocks human RAD54 Holliday junction branch migration; Q92698; FAM/BHQ fluorescence; inhibition, % at 10.4 µM; hit rate 0.14% among 360,000;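 active = mean normalized replicate activity at least 40 and at least half of replicates scoring 40 or more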;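 also: 0% = median of neutral control wells and 100% = median of positive control wells; inhibitors cause a drop in the FAM fluorescence signal; in these data hits start at about 50%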
Target sequence (Q92698 whole entry, looked up): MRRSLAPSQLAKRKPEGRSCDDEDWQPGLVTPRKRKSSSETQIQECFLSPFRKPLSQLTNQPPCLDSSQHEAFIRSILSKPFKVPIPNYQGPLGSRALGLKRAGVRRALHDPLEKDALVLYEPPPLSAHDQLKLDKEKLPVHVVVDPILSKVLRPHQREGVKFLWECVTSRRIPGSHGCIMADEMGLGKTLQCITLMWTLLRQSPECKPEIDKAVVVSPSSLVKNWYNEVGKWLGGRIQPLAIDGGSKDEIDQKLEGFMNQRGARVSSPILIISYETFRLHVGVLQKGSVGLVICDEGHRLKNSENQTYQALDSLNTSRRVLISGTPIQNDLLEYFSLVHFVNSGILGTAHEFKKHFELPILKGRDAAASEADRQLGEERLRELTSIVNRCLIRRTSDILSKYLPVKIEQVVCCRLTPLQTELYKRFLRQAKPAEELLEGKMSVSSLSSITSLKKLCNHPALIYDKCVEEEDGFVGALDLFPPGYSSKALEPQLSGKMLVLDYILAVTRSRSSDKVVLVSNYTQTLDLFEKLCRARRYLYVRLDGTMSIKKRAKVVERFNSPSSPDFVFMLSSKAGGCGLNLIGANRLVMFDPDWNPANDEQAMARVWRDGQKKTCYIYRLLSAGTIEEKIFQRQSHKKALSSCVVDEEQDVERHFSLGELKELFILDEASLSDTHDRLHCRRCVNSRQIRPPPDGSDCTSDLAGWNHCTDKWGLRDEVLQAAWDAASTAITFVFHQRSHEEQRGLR
XiGFP reactiv – reactivates the inactive X chromosome in mouse fibroblasts. AID 743238. activation, % at 7.58 µM. XiGFP mouse fibroblasts, % GFP-positive cells imaging, 3 d; cells co-treated with 5-aza-dC sensitizer; scaled so ellipticine positive control = 100%. hit rate 0.055% among 360,000;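 active = mean normalized replicate activation at least 10% and every replicate at or above 10%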;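 also: 0% = median of on-plate neutral control wells and 100% = ellipticine 6 µM median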
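Material: SV40-immortalized XiGFP fibroblast cells, line 68-5-11 | Buffer or medium: DMEM containing 5-aza-dC | Dosing: One concentration, pinned | Times: 3 d treatment, 15 min room-temperature fixation | Controls: Ellipticine 6 µM positive control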
FN deposition inh – fibronectin deposition inhibition | AID 743247 | hit rate 0.086% among 350,000 | AH1F fibroblasts, Alexa488-fibronectin deposition fluorescence, overnight | inhibition, % at 12.6 µM;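 active = mean inhibition across replicates of 30% or more, regardless of how many single replicates reach that level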;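 also: positive control wells lacked labelled fibronectin entirely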
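Test system: AH1F fibroblast monolayer depositing Alexa488-labelled fibronectin into matrix. Input: 10000 cells per well. Technique: fluorescence, ex 485 nm, em 525 nm. Buffer or medium: DMEM plus 2% serum, read in PBS. Timing: 1 h cell adhesion before compound, then overnight fibronectin incubation. Compound: single dose, pinned. Read-out basis: inhibition from reduced deposited-fibronectin fluorescence.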
EWS-Fli inh – inhibitors of EWS/Fli oncoprotein transcriptional activity; hit rate 0.67% among 350,000; inhibition, % at 12.6 µM; AID 651661; A673 NR0B1-luciferase reporter, viability-normalised;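 active = mean inhibition of at least 50% after viability correction, with every replicate also passing that limit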;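 also: firefly luciferase signal divided by Alamar Blue viability fluorescence both relative to DMSO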
esBAF inh – blocks esBAF chromatin remodeling in mouse ES cells | Bmi1-luciferase knock-in reporter, 24 h; 100% = twice the neutral-well signal | reporter increase, % at 12.5 µM | hit rate 2% among 350,000; in the data active = activation above about 40%;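 also: 0% = median of the plate's neutral control wells and 100% = double that signal; a rise in the Bmi1 reporter signal indicates esBAF inhibition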
E-selectin induc – E-selectin induction on HUVECs; activation, % at 7.58 µM; HUVEC E-selectin immunofluorescence imaging; normalized: neutral wells 0, TNF-alpha wells 100; P16581; hit rate 0.37% among 260,000;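 active = mean E-selectin-positive cell signal at least 10% of the positive control, reached in at least 60% of replicates, without over 20% cell loss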;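 also: in these data hits start at about 27%; measured in HUVEC primary endothelial cells; signal is the percent of cells scored E-selectin positive by PE staining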
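Read-out: % PE-positive cells | Test system: HUVEC | Doses: One compound dose added by pin transfer | Buffer or medium: EGM-2 over gelatin coat | Signal: Immunofluorescence imaging | Benchmarks: TNF-alpha, DMSO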
S100A4 inh HTS – blocks human S100A4 binding to myosin IIA peptide; S100A4/TAMRA-MyoIIA peptide fluorescence polarization; hit rate 0.14% among 360,000; inhibition, % at 10.7 µM; AID 652163; P26447;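 active = mean inhibition of at least 70% across replicates, with every replicate also reaching that level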
Target sequence (P26447 whole entry, looked up): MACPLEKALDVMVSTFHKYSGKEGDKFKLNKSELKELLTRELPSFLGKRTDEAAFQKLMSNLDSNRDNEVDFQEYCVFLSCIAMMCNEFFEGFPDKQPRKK
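Test system: S100A4 monomer protein. Medium: HEPES buffer with Ca2+, pH 7.2. Reagent: fluorescent myosin IIA peptide, 5 nM. Compound dosing: single-point compound testing. Timing: 5 min between mix addition and reading. Benchmarks: DMSO neutral and TFP positive wells.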
Numbers without * were called inactive; . = not tested or not shown; & = joins results of further samples.

SMILES	RAD52 anneal inh	RAD54 branch	XiGFP reactiv	FN deposition inh	EWS-Fli inh	esBAF inh	E-selectin induc	S100A4 inh HTS
C[C@@H]1CN([C@H](C)CO)C(=O)c2cc(NS(C)(=O)=O)ccc2O[C@H]1CN(C)S(=O)(=O)c1cn(C)cn1	-15.3	-1.5	0.0	.	2.1	0.3	22.9	1.9
CCOC(=O)c1c(N=CN(C)C)c2cc([N+](=O)[O-])cnc2n1C	0.2	2.8	0.2	9.2	3.6	.	0.2	-0.9
COc1ccccc1N(CC1CO1)S(=O)(=O)c1ccccc1 (configuration not stated)	8.6	2.6	1.0	7.2	9.9	14.3	.	-3.9
COc1cc(OC)c(NC(=O)CC(=O)Nc2cc(Cl)c(OC)cc2OC)cc1Cl	-21.2	3.3	0.1	1.8	7.6	-9.3	-0.2	0.7
O=C(C1CCC1)N1CC2(C1)[C@H](c1ccccc1)[C@H](CO)N2Cc1cccnc1	23.5	.	0.0	.	-8.7	.	-0.1	2.9
Cc1cc(/C=C2\SC(=S)NC2=O)c(C)n1-c1ccc(O)cc1	-30.3	.	0.0	-2.2	-22.5	.	1.5	-2.3
O=C1C=C(c2ccccc2)OC2(CCCC2)O1	.	0.3	.	-3.7	.	-2.7	-1.3	.
Cc1cc(C)cc(NC(=S)NC(=O)Cc2ccccc2)c1	-43.6	-3.5	-0.1	-2.3	8.7	4.0	4.4	-2.7
O=C(CN1C(=O)NC2(CCCCCC2)C1=O)Nc1ccccc1[N+](=O)[O-]	0.5	.	0.0	1.2	1.2	-4.3	0.7	-0.4
CCc1cnc(N2[C@H](C#N)[C@@H](c3ccc(C4=CCCC4)cc3)[C@@H]2CO)s1	-8.9	-3.9	0.0	4.6	13.6	-0.6	-0.4	8.2
CC1=C(C(=O)N(C)C)CC(CC(=O)NC2CCCCC2)C(=O)N1Cc1ccc(F)cc1 (configuration not stated)	-18.5	-1.0	0.1	.	4.2	-4.6	.	3.0
O=C(NCC[C@@H]1CC[C@H](NC(=O)C2CCC2)[C@@H](CO)O1)c1cnccn1	-5.2	-2.9	0.1	.	6.7	-4.3	0.3	9.9
Cc1noc(C)c1NC(=O)N(C)C[C@@H]1OCc2cnnn2CCCC(=O)N([C@H](C)CO)C[C@@H]1C	4.6&-0.1	0.6&0.6	-0.1&0.2	0.1&5.5	4.2&2.8	9.2&0.2	0.3	-0.1&7.0
CC1(C)CN=c2s/c(=C\c3ccc(Cl)cc3)c(=O)n2C1	26.1	18.2	0.0	7.4	-74.3	12.9	13.2	-5.8
C[C@@H]1CN([C@H](C)CO)C(=O)c2cccc(NC(=O)c3ccc(-c4nccs4)cc3)c2O[C@@H]1CN(C)Cc1ccc(C(=O)Nc2ccccc2N)cc1	5.3	0.8	0.3	-3.3	-18.0	-0.9	2.3	-49.0
C#Cc1cccc(NC(=O)c2ccc3c(c2)C(=O)N(Cc2cccnc2)C3=O)c1	0.3	-6.4	0.1	.	0.1	2.1	0.2	-1.4
C=CCNC(=O)c1ccc(-c2ccc([N+](=O)[O-])cc2)o1	-7.8	4.0	0.0	4.7	-43.8	-0.5	-0.8	1.2
O=C(/C=C/c1ccccc1)N/C(=C\c1ccco1)C(=O)O	-18.9	-9.5	0.0	.	-1.5	4.1	.	-3.0
CC1=C(Nc2ccc(C(=O)O)cc2)C(=O)c2ccccc2C1=O	4.5	-9.1	0.3	-6.6	-34.8	-11.0	0.3	0.8
CC(=O)C1C(c2ccc3ncccc3c2)NC(=O)NC1(O)C(F)(F)F (configuration not stated)	-11.7	.	.	.	0.3	-9.8	.	-0.4
CN1C(=O)c2cc(NS(C)(=O)=O)ccc2OC[C@@H]2O[C@H](CC(=O)O)CC[C@@H]21	-22.8	5.4	0.0	-12.8	1.6	1.6	0.3	-23.4
CC(=O)c1cc(C(=O)Nc2ccc3ccccc3c2)c(C)o1	-13.8	.	0.3	4.2	10.0	-2.7	-6.1	4.4
CCOC(=O)C1(Cc2ccccc2C(F)(F)F)CCN(C2CCN(C(C)C)CC2)CC1	-35.4	.	0.0	2.7	2.8	.	.	-6.5
CN(C(=S)Nc1ccc(Oc2ccccc2)cc1)c1ccc(O)cc1	.	-4.3	-0.1	-13.6	.	6.3	.	.

Four compounds drawn at random from the list so far, as already listed:
SMILES	RAD52 anneal inh	RAD54 branch	XiGFP reactiv	FN deposition inh	EWS-Fli inh	esBAF inh	E-selectin induc	S100A4 inh HTS
CC(=O)C1C(c2ccc3ncccc3c2)NC(=O)NC1(O)C(F)(F)F (configuration not stated)	-11.7	.	.	.	0.3	-9.8	.	-0.4
Cc1cc(C)cc(NC(=S)NC(=O)Cc2ccccc2)c1	-43.6	-3.5	-0.1	-2.3	8.7	4.0	4.4	-2.7
O=C1C=C(c2ccccc2)OC2(CCCC2)O1	.	0.3	.	-3.7	.	-2.7	-1.3	.
O=C(NCC[C@@H]1CC[C@H](NC(=O)C2CCC2)[C@@H](CO)O1)c1cnccn1	-5.2	-2.9	0.1	.	6.7	-4.3	0.3	9.9

The listing continues:
SMILES	RAD52 anneal inh	RAD54 branch	XiGFP reactiv	FN deposition inh	EWS-Fli inh	esBAF inh	E-selectin induc	S100A4 inh HTS
COc1cc(C(=O)NCCSc2ccc(F)cc2)cc(OC)c1OC	9.6	3.6	-0.1	-0.7	-0.1	-6.1	0.1	-3.7
COCC(=O)N1C[C@@H](C)[C@H](OC)CN(C)C(=O)c2ccc(NS(C)(=O)=O)cc2OC[C@@H]1C	9.1	9.0	0.3	-0.7	-2.3	1.0	3.0	0.1
CCN1CCN(C(=S)NC(=O)c2cc(OC)c(OC)c(OC)c2)CC1	-2.7	-0.6	0.0	2.4	-2.7	3.0	.	3.7
CCC(C)(NC(=O)Cc1c[nH]c2ccccc12)C(=O)NC1CCCCC1 (configuration not stated)	-17.1	-9.8	0.0	8.7	3.9	-4.2	-1.2	-1.2
CN1C[C@H](O)COC[C@@H]2O[C@@H](CC(=O)N3CCN(c4ccccc4)CC3)CC[C@H]21	-9.5	7.0	0.1	6.4	4.5	-1.9	0.0	3.4
CC1CC(=O)N(CC(=O)Nc2ccc3c(c2)OCCO3)c2ccccc2S1 (configuration not stated)	-11.9	-10.5	.	.	-24.9	-8.0	.	1.4
Cc1ccc(-c2cc(C(=O)N/N=C/C=C/c3ccccc3)n[nH]2)s1	-14.1	3.9	0.0	-3.9	-8.7	9.9	.	1.6
Cc1ccc(S(=O)(=O)Nc2ccc3c(c2)C(=O)N([C@@H](C)CO)C[C@H](C)[C@@H](CN(C)C)OCCCC[C@@H](C)O3)cc1	-26.7	-4.5	0.4	1.1	-10.6	-5.2	-0.1	-6.5
CC1(C)CC(NC(=O)CSc2ccccc2)CC(C)(C)N1	-6.2	.	0.2	.	6.0	.	.	-2.8
O=Cc1cn[nH]c1-c1cccc([N+](=O)[O-])c1	-8.1	.	0.4	-5.6	11.4	.	.	3.9
CC(C)NC(=O)N(C)C[C@@H]1Oc2ncc(-c3cccc(C#N)c3)cc2C(=O)N([C@@H](C)CO)C[C@H]1C	12.8	-2.3	-1.1	4.8	-9.3	-6.9	-0.1	-7.1
COc1ccc(NC(=O)N2C[C@@H]3[C@H](c4ccccc42)[C@@H](CO)N3Cc2ccccn2)cc1	-30.8	-0.7	-0.1	4.6	-4.7	10.9	0.3	8.6
CC(C)NC(=O)c1ccc2sc([C@@H]3O[C@H](CO)[C@H](O)[C@H](O)[C@H]3O)nc2c1	-11.0	5.4	0.4	0.3	-7.9	3.2	0.1	1.0
CN(CCn1ccnc1)Cc1cn(-c2ccccc2)nc1-c1ccc2c(c1)OCO2	-2.3	.	0.0	-6.7	3.2	.	2.3	-2.6
Cc1cc([N+](=O)[O-])nn1CC(=O)N1CCCc2ccccc21	-1.2	-0.4	0.1	-4.1	-5.0	-0.3	0.3	7.1
COC(=O)[C@]12CCCCC=C1N(Cc1ccco1)C(=O)[C@H](CC(=O)N1CCN(C(=O)C3CC3)CC1)C2	-10.3	.	-0.1	-22.2	-1.1	.	0.1	-0.1
O=C(O)COc1ccc2oc3c(c2c1)CCCC3	-4.7	-0.9	0.0	2.4	2.5	-4.0	0.1	-0.6
COC(=O)C[C@H]1CC[C@H]2[C@@H](COc3ccc(NC(=O)c4cnccn4)cc3C(=O)N2C)O1	-8.0	-0.1	1.1	-6.9	-4.0	2.9	0.9	0.6
C/C=C/c1cnc2c(c1)C(=O)N([C@@H](C)CO)C[C@@H](C)[C@@H](CN(C)C(=O)NC1CCCC1)O2	12.3	5.8	-0.6	.	-19.3	1.0	-0.3	1.7
CCC(=O)N1CC[C@H]2[C@@H]1c1cc(-c3ccccc3F)ccc1N(C)[C@H]2CO	-9.8	1.8	0.3	19.5	-3.8	1.7	0.2	-1.8
CC1(C)C2CCC1(C)C(OC(=O)c1ccc(O)cc1)C2 (configuration not stated)	0.4	-5.9	.	.	1.7	26.9	.	-1.6
Cc1ccc2nc(-c3cccc(Cl)c3)c(Cc3cccc(F)c3)n2c1	-23.9	.	0.0	-1.7	-65.2	.	-0.1	-0.9
CS(=O)(=O)N1C[C@H](O)COC[C@H]2O[C@@H](CC(=O)NC3Cc4ccccc4C3)CC[C@@H]21	8.1	-1.0	0.4	-1.0	-0.5	-6.6	0.0	-5.3
O=C(COC(=O)CCCN=C1NS(=O)(=O)c2ccccc21)NC(=O)NC1CCCC1	-1.1	.	0.2	-10.3	7.4	.	-3.7	-4.7
Cc1ccc(S(=O)(=O)N/N=C/c2cc([N+](=O)[O-])ccc2O)cc1[N+](=O)[O-]	-27.2	.	0.0	2.2	4.5	.	.	-2.7
COc1ccc(C(OC(=O)c2ccco2)C(=O)NC(C)(C)C)cc1 (configuration not stated)	-4.8	-6.4	0.0	-17.8	4.6	-5.8	5.0	-1.1
O=C(NC(=S)Nc1ccc(N2CCOCC2)cc1)c1ccccc1	-9.5	4.0	0.0	10.8	-48.5	52.7*	2.2	-7.6
CC(=O)Nc1ccc(S(=O)(=O)N[C@@H](C)C(=O)OCc2ccc(Cl)cc2)cc1	-5.4	.	0.0	1.5	-3.0	.	.	-2.1
O=C(c1ccc(N2CCOCC2)cc1[N+](=O)[O-])N1CCOCC1	2.0	.	0.0	-0.2	-3.7	.	.	-2.1
Cc1noc(C)c1NC(=O)Nc1ccc2c(c1)C(=O)N([C@@H](C)CO)C[C@H](C)[C@H](CN(C)C(=O)NC1CCCCC1)O2	0.6	11.1	0.1	.	-2.6	-2.5	-0.2	5.2
C[C@@H]1CN([C@H](C)CO)C(=O)Cc2cc(NC(=O)c3ccncc3)ccc2O[C@H]1CN(C)S(=O)(=O)c1ccc(F)cc1	5.3	2.4	0.0	-12.7	-4.9	1.1	-0.3	-19.4
CC(=O)N1[C@H](CO)[C@@H](c2ccccc2)[C@H]1CN(CC1CCC1)C(=O)CN(C)C	-4.4	0.2	-0.1	12.4	-8.2	0.4	-0.1	16.7
C[C@@H]1CN([C@@H](C)CO)C(=O)c2cc(NC(=O)Nc3ccc(C(F)(F)F)cc3)ccc2O[C@@H](C)CCCCO[C@@H]1CN(C)C	29.1	8.1	0.1	.	1.8	-5.8	2.6	-14.1
COc1ccc(S(=O)(=O)CC2(O)CCN(C(=O)C(C)(C)C)CC2)cc1	-8.7	9.3	-0.1	-1.9	-16.6	3.3	-2.9	3.3
